Source: PubChem
SIRT5 inh = blocks human SIRT5 desuccinylation of peptide; Q9NXA8; Purified SirT5, succinyl-peptide AMC, trypsin-coupled fluorescence; inhibition, % at 15 µM; 330,000 tested, 1.1% active; AID 652115; in the data active means inhibition above about 15%; inconclusive means no clear call, values can overlap the other calls
Target sequence (Q9NXA8 whole entry, looked up): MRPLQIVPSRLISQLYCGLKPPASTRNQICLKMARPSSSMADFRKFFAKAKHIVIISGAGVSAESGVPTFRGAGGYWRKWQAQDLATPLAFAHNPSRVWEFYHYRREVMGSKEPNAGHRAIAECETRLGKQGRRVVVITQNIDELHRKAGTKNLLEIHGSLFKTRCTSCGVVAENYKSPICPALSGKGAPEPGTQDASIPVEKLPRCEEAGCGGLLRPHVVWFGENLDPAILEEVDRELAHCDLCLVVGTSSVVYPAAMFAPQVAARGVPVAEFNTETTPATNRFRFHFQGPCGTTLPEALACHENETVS
F508del corr = correctors of CFTR F508del function in bronchial epithelial cells. CFBE cells, YFP halide quenching; stimulated with forskolin plus potentiator P3; % fluorescence drop versus neutral controls. activity (quench increase), % at 7.58 µM. 350,000 tested, 0.36% active;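 active means mean added fluorescence quench of at least 8% versus neutral control, with both replicates also reaching 8%; inconclusive means only one of the mean or replicate conditions met; inactive means mean below 8% and not both replicates reaching 8%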;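 further: cells transiently co-express mutant CFTR-F508del with the halide-sensitive YFP; corrector assay measuring rescue of mutant channel to the surface after 24 h compound exposure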
CASP6 VEID inh = inhibitors of human caspase-6; P55212; purified caspase-6, Z-VEID-R110 cleavage fluorescence; inhibition, % at 12.5 µM; 350,000 tested, 0.53% active;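 active means mean inhibition across replicates at least about 35%, with every replicate also reaching that limit, limit read from the data; inconclusive means only one of the two criteria met; inactive means neither criterion met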;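 further: 0% = median of neutral control wells and 100% = no fluorescence left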
Target sequence (P55212 24-179 limits assumed): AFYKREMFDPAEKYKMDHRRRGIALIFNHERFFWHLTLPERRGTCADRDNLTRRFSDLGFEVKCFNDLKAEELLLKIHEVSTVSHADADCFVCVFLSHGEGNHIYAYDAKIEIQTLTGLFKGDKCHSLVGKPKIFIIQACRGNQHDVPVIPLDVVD
Target sequence (P55212 194-293 limits assumed): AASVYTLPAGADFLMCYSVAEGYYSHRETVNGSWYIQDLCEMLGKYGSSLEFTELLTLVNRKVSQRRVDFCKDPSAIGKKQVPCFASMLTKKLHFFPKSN
miR-122 sensor = inhibitors of miR-122 in Huh7 cells; activation (reporter increase), % at 12.5 µM; Huh7 miR-122 Renilla luciferase sensor, 48 h; neutral wells = 0, positive control = 100; 340,000 tested, 0.3% active;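 active means mean replicate activation score at least 90 and every replicate individually at or above 90; inconclusive means only one of the two criteria met; inactive means neither criterion met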;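 further: higher luciferase means less miR-122 activity so hits act as miR-122 inhibitors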
DENV2 CPE = inhibitors of DENV2 cytopathic effect; 350,000 tested, 1.7% active; CPE inhibition, % at 9.99 µM; DENV2-infected cells, cytopathic effect rescue, plate reader; in the data active means CPE inhibition above about 20%, passing the limit was not always enough; inconclusive means no clear call, values can overlap the other calls; tested in BHK-21 cells;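 further: 0% = median of neutral control wells and 100% = median of positive control wells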
ERAP1 inh = blocks human ERAP1 aminopeptidase activity; recombinant ERAP1, Leu-AMC fluorescence, 60 min; inhibition, % at 10.7 µM; 340,000 tested, 0.15% active;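 active means mean replicate inhibition of at least 30%, or all replicates individually reaching that 30% level; inactive means mean below 30% and not every replicate reaching it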;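 further: 0% = neutral control wells and 100% = L-leucinethiol positive control wells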
ERp5 block = inhibitors of human ERp5; 350,000 tested, 0.05% active; AID 651711; inhibition, % at 9.99 µM; ERp5 insulin aggregation, absorbance 650 nm, 90 min;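 active means mean replicate inhibition above about 25%, with every replicate also reaching it, limit read from the data, passing the limit was not always enough; inconclusive means only one of those two criteria met; inactive means neither criterion met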
Target sequence (Q15084 whole entry, looked up): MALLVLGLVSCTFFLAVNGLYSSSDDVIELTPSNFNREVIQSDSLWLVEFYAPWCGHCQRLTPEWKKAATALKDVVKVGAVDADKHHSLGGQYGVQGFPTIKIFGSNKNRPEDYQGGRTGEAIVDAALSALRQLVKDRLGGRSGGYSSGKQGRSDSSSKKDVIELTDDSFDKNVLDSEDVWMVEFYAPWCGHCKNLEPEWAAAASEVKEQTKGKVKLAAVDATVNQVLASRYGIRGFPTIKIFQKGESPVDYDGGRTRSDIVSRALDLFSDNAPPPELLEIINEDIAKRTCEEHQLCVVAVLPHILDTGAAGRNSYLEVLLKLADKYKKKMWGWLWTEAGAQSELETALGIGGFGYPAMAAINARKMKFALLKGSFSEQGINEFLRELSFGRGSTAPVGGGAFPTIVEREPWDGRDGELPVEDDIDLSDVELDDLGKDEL
An asterisk follows results filed as active; ? = inconclusive; nt = not tested or not shown; [ ] = dose if it differs, or a comment.

SMILES	SIRT5 inh	F508del corr	CASP6 VEID inh	miR-122 sensor	DENV2 CPE	ERAP1 inh	ERp5 block
CC(C)CCNC(=O)C(=O)Nc1cc2c3c(c1)CCC(=O)N3CCC2	-3	0.8	0	-3	-1	0	7
O=C(Nc1ccc(F)cc1)N[C@@H]1C=C[C@@H](CC(=O)N2CCOCC2)O[C@H]1CO	2	0.8	0	-5[16.7 µM]	-3	1	-1
Cc1ccc(C2=Nc3cccnc3C(c3ccccc3)=NN2)cc1	-3	-0.6	0	nt	12	3	1
O=C(C[C@@H]1C[C@H]2c3cc(NC(=O)c4ccc5c(c4)OCO5)ccc3O[C@H]2[C@@H](CO)O1)NCc1cc(F)ccc1F	-3	-1.7	2	5[16.7 µM]	10	0	-7
COc1ccc(F)cc1CN1CCN(c2ncnc3scc(-c4ccccc4)c23)CC1	0	-3.1	6	0	-4	nt	5
O=C(c1cc(-c2ccccc2Cl)nc2ccccc12)N1CCC1	0	3.5	-26	nt	?	-4	1
COc1ccc2c3c(n(C)c2c1)[C@H](CO)N(C(=O)c1ccccc1)CC31CCN(C(C)=O)CC1	1	-0.8	-1	nt	4	-4	-9
Cc1noc(C)c1S(=O)(=O)Nc1ccc2c(c1)CC(=O)N([C@@H](C)CO)C[C@@H](C)[C@H](CN(C)C(=O)Nc1ccccc1)O2	9	-2.8	-1	-4[16.7 µM]	-4	5	8
Cc1ccc(S(=O)(=O)N[C@@H]2CC[C@@H](CCNC(=O)CN3CCOCC3)O[C@@H]2CO)cc1	-6	-1.2	2	nt	1	-1	-1
C[C@@H]1CCCCO[C@H](CN(C)C(=O)Nc2ccc(C(F)(F)F)cc2)[C@H](C)CN([C@H](C)CO)C(=O)c2cc(NS(=O)(=O)c3ccc(Cl)cc3)ccc2O1	-1	-1.4	-1	-3[16.7 µM]	-4	-4	5
CCc1ccc2nc(N(CCCN(C)C)C(=O)c3ccc(S(=O)(=O)N4CCCc5ccccc54)cc3)sc2c1	-6	2.4	-7	-4	-4	-2	2
COC(=O)CCNC(=O)c1ccc2[nH]c(C)c(C)c2c1	-1	-0.6	nt	nt	-5	-3	-6
CC(C)C[C@H]1CN([C@@H](CC(C)C)CN2CCC[C@H]2CN2C(=O)C(=O)NC[C@@H]2Cc2ccc(O)cc2)C(=O)C(=O)N1CC1CCCCCC1	1	-0.1	5	nt	6	-7	-5
COCCCNC(=O)[C@@]1(Cc2ccccc2CN=[N+]=[N-])N=C(c2ccc(OCCCO)cc2)O[C@H]1c1ccccc1	2	-1.8	2	nt	16	-3	1
COc1ccc(CSc2nncn2C)cc1F	-3	-2.7	1	7	nt	-2	-1
CCOc1ccc(C(=O)N2CCN(C(=O)c3ccco3)CC2)cc1OCC	-6	2.7	-3	0	-3	-2	5
O=C(CN1C(=O)c2ccccc2C1=O)N(CCO)Cc1ccccc1	-7	4.2	2	-8	6	0	1
O=C(NCc1ccc(Cl)c(Cl)c1)c1cc(C2CCCCN2C(=O)CCc2ccccc2)on1 (stereo not drawn)	nt	0.4	-1	9	6	-4	-4
Cc1nn(C)cc1CNC(=O)C1CCC(=O)N(CC2CCCCC2)C1 (stereo not drawn)	-3	-1.6	-1	1	-3	-2	-5
Cc1ccc(NC(=O)NNC(=O)c2cc3ccccc3cc2O)c(C)c1	2	3.6	3	nt	10	6	1
Cc1ccc2c(c1)N(CC(=O)OCC(=O)NCc1ccccc1)C(=O)CO2	-4	1.6	-2	nt	-1	6	-2
COc1ccccc1NC(=O)CCC(=O)OCc1ccc(Br)cc1	6	-1.5	-3	nt	6	-2	1
CC1C(C#N)=C(SCC(N)=O)NC2=C1C(=O)CC(C)(C)C2 (stereo not drawn)	1	1.3	6	-8	-1	2	-3
C[C@@H]1CN([C@@H](C)CO)S(=O)(=O)c2ccc(C#CC(C)(C)O)cc2O[C@@H]1CN(C)Cc1ccncc1	0	1.6	0	1[16.7 µM]	4	-1	1
CCNC(=O)/C(C#N)=C/c1c(N2CCN(c3ccc(OC)cc3)CC2)nc2c(C)cccn2c1=O	0	-3.1	5	nt	-3	-1	-2

The list continues:
SMILES	SIRT5 inh	F508del corr	CASP6 VEID inh	miR-122 sensor	DENV2 CPE	ERAP1 inh	ERp5 block
CC=Cc1ccc2n(c1=O)C[C@H]1[C@H](CO)[C@@H](C(=O)NCc3ccc(F)cc3)N(CC)[C@@H]21 (mixture of isomers)	-17	0.3	1	2[16.7 µM]	3	2	-8
C[C@H]1CN([C@@H](C)CO)C(=O)c2c(c3ccccc3n2C)-c2ccccc2CO[C@H]1CN(C)Cc1ccc(C(F)(F)F)cc1	3	-2.2	-3	nt	7	2	8
COc1ccc(-c2[nH]ncc2CN2CCC(OCc3ccccn3)CC2)c(F)c1	-2	-1.0	-6	-7	?	1	-1
COc1ccc(NC(=O)N(C)C[C@H]2Oc3ccc(NC(=O)CCC(F)(F)F)cc3C(=O)N([C@@H](C)CO)C[C@@H]2C)cc1	nt	-0.7	0	3[16.7 µM]	2	-1	-6
CCCOc1ccc(C(=O)NNC(=O)c2cccc(S(=O)(=O)N3CCN(C(C)=O)CC3)c2)cc1OC	-2	-2.4	4	nt	6	-3	9
O=C(NC1CC2CCC(C1)N2Cc1ccccc1)c1ccccc1Br (stereo not drawn)	2	nt	39*	-1	0	-1	4
C[C@H](CO)N1C[C@H](C)[C@H](CN(C)S(=O)(=O)c2ccccc2)Oc2ncc(C#CC3(O)CCCC3)cc2C1=O	-1	-1.9	-7	-2[16.7 µM]	-3	1	-2
COc1ccc(NC(=O)NC(=O)c2cc(OCC(F)(F)F)ccc2OCC(F)(F)F)cc1	-1	-1.1	1	-1	19	2	0
CNC[C@H]1OCCCC[C@H](C)Oc2ccc(NC(=O)Nc3ccc(OC)cc3)cc2C(=O)N([C@@H](C)CO)C[C@@H]1C	-3	-0.6	1	1[16.7 µM]	1	-1	-3
Cc1ccc(S(=O)(=O)N2C[C@H]3C(=O)C[C@@H](c4ccccc4)N(S(=O)(=O)c4ccc(C)cc4)[C@H]3C[C@H]2c2cccc3ccccc23)cc1	-4	-0.5	-3	-2	-4	1	5
C/C(CC(C)C)=N\Oc1nc(C)cc(C)n1	-3	-0.7	-3	1	7	nt	2
O=C(CNC(=O)c1ccc(Cl)cc1Cl)NCC1CCCO1 (stereo not drawn)	-4	-2.3	-6	1	-4	-1	1
O=C1C=CC2C3C(=O)N(c4ccccc4)C(=O)C3C1N2Cc1ccccc1 (stereo not drawn)	nt	-1.0	0	40	1	3	0
CCC(=O)N1CC2(C1)[C@H](c1ccccc1)[C@H](CO)N2CC1CCOCC1	0	-2.7	-3	nt	70*	-1	1
C[C@@H]1CCCCO[C@@H](CN(C)CC2CC2)[C@H](C)CN([C@H](C)CO)C(=O)c2cc(NC(=O)Nc3cccc4ccccc34)ccc2O1	nt	-5.0	nt	4[16.7 µM]	7	nt	nt
CCN1CCN(C(=O)c2cccc(OC3CCN(S(=O)(=O)N(C)C)CC3)c2)CC1	3	-0.2	-4	-1	-4	2	-2
CCC(=O)N(C)C[C@H]1Oc2cc(C#CCOC)ccc2S(=O)(=O)N([C@@H](C)CO)C[C@H]1C	0	2.7	1	12[16.7 µM]	-10	0	0
CCOc1ccc(S(=O)(=O)NCCC(=O)NCC(c2ccc(OC)cc2)N2CCCCC2)cc1 (stereo not drawn)	-2	-3.0	-100	6	-3	-2	2
CCc1nn2c(=O)cc(CSc3nc(C)cc(=O)[nH]3)nc2s1	1	-4.5	1	-1	4	2	-5
O=C(C1CC1)N1CC[C@@H]2[C@@H](CO)Nc3ccc(Br)cc3[C@@H]21	1	1.2	0	-5[16.7 µM]	-3	1	?
C[C@@H]1CN([C@@H](C)CO)C(=O)Cc2cc(NS(=O)(=O)c3ccc(F)cc3)ccc2O[C@H]1CN(C)C(=O)Nc1ccccc1	0	-1.5	-3	-1[16.7 µM]	nt	1	4
CCCCOc1ccc([N+](=O)[O-])cc1C(=O)O	-2	0.7	2	10	4	-2	1
CO[C@H]1CN(C)C(=O)c2ccc(NS(C)(=O)=O)cc2OC[C@@H](C)N(C)C[C@H]1C	-4	1.0	1	-8[16.7 µM]	5	-1	4
CCN1C(=O)N[C@H]2C[C@@H](c3ccccc3)[C@@H](C)[C@@H](C(=O)N3CCCC3)C[C@H]21	nt	-0.3	0	nt	-6	-3	-2
CC(CN1CCCCC1)NC(=O)c1scnc1-c1ccccc1 (stereo not drawn)	-3	-1.0	7	nt	11	0	1

Later entries:
SMILES	SIRT5 inh	F508del corr	CASP6 VEID inh	miR-122 sensor	DENV2 CPE	ERAP1 inh	ERp5 block
CC(OC(=O)CCN=C1NS(=O)(=O)c2ccccc21)C(=O)N(C)c1ccccc1 (stereo not drawn)	2	1.5	4	nt	-6	-2	-2
Cn1cccc1Cc1nnc(SCC(=O)N2CCOCC2)n1-c1ccc(F)cc1	nt	-1.5	-1	0	7	2	-4
CCCCNC(=S)N1CCn2cccc2C1c1ccccc1 (stereo not drawn)	-9	3.4	-3	1	10	-1	-1
CCC(=O)N1[C@@H]2c3cccc(=O)n3C[C@H]1[C@H](CO)[C@H]2C(=O)NCc1ccc(F)cc1	0	-1.0	0	-2[16.7 µM]	?	0	-7
CCO[C@H]1OC(C(=O)Nc2ccccc2)=C[C@@H](c2csc3ccccc23)[C@@H]1CCCO	nt	1.3	1	0	nt	2	-2
CC(C)Cc1ccc(C#N)c(SCC(N)=O)n1	10	-4.7	1	nt	0	2	6
COCCOC(=O)c1c(NC(=O)CNC2CCCc3ccccc32)sc(C(N)=O)c1C (stereo not drawn)	-5	1.9	-4	3	-3	-2	-3
CCOC(=O)[C@H]1[C@H]2COc3ccccc3[C@@H]2N2C(=O)CN(Cc3ccccc3)C(=O)[C@@]12C	6	2.5	6	-5	95*	-3	-2
CC1C2CCC(C2)C1OC(=O)c1ccccc1C(=O)O (stereo not drawn)	nt	9.4*	2	nt	-8	-2	-3
CC(=O)c1ccc(CCCc2ccc(C(C)=O)cc2)cc1	0	1.5	1	-1	-8	0	3
COc1ccc(-c2ccc(CN3C(C(C)C)C(=O)N(Cc4cn(CC5CCCCC5)nn4)CCS3(=O)=O)cc2)cc1OC (stereo not drawn)	-1	5.7	-2	-15	-9	nt	-3
O=C(NCc1ccco1)C1CC(O)CN1C(=O)Nc1ccccc1 (stereo not drawn)	-2	5.0	-1	-4	3	-4	6
CC(C)CNC(=O)C1(C)CCCN1C(=O)c1cc2ccccc2s1 (stereo not drawn)	nt	0.9	0	-7	-10	-2	0
CC1CCN(S(=O)(=O)N2CCN(C(=O)c3ccc4c(c3)OCO4)CC2)CC1	-1	-0.2	1	-7	-4	1	1
CCCCC1(C)NC(=O)N(CC(=O)Nc2ccc(Cl)cc2C)C1=O (stereo not drawn)	nt	0.2	-1	1	20	-4	-1
COc1ccc2c3c(n(C)c2c1)[C@H](CO)N(CC1CCCCC1)CC31CCN(C(=O)CN(C)C)CC1	nt	1.1	nt	nt	12	-1	3
COc1ccc(S(=O)(=O)N(C)CC(=O)NCc2cccnc2)cc1OC	nt	nt	-1	1	nt	-1	1
O=C(c1ccncc1)c1ccc(NC(=O)c2cccs2)cc1	0	-1.7	1	-4	-1	-1	3
O=C(CNC(=O)c1cc2c(n(-c3ccccc3)c1=O)CCCC2=O)c1ccccc1	1	-0.3	2	-2	?	-3	6
C[C@H]1CN([C@@H](C)CO)S(=O)(=O)c2ccc(/C=C/c3ccccc3)cc2O[C@H]1CN(C)C(=O)c1ccc2c(c1)OCO2	22*	-2.0	1	-2[16.7 µM]	-2	-3	-1

Record cards, as listed above. Screens in order: SIRT5 inh	F508del corr	CASP6 VEID inh	miR-122 sensor	DENV2 CPE	ERAP1 inh	ERp5 block
Shown for `COc1ccc(S(=O)(=O)N(C)CC(=O)NCc2cccnc2)cc1OC` → nt	nt	-1	1	nt	-1	1
Shown for `COc1ccc(-c2ccc(CN3C(C(C)C)C(=O)N(Cc4cn(CC5CCCCC5)nn4)CCS3(=O)=O)cc2)cc1OC` (stereo not drawn) → -1	5.7	-2	-15	-9	nt	-3
Shown for `CCO[C@H]1OC(C(=O)Nc2ccccc2)=C[C@@H](c2csc3ccccc23)[C@@H]1CCCO` → nt	1.3	1	0	nt	2	-2
Shown for `CC(C)Cc1ccc(C#N)c(SCC(N)=O)n1` → 10	-4.7	1	nt	0	2	6
